Source: PubChem BioAssay
Rpn11 inh – blocks the human proteasome subunit Rpn11. O00487. human 26S proteasome, Ub4-pepOG fluorescence polarization; 20S core pre-blocked with epoxomicin. calls only at 20 µM. actives 0.59% (n = 360,000). AID 588493;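 active = inhibition at 20 µM, scaled to each plate's controls, above about 33%, limit read from the data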
STEP block – STEP (human) phosphatase inhibition | AID 588621 | recombinant STEP, OMFP fluorogenic substrate, fluorescence | actives 0.25% (n = 360,000) | P54829 | inhibition, % at 20 µM;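 active = inhibition at 20 µM, scaled per plate between control wells, above about 37%, limit read from the data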;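 also: 0% = DMSO with enzyme and substrate and 100% = substrate only without enzyme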
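Material: STEP (striatal-enriched tyrosine phosphatase) enzyme, cell-free | Medium: 50 mM Bis-Tris pH 6.0 with 2.5 mM DTT and 0.005% Tween 20 | Read-out: Percent inhibition scaled to no-enzyme and uninhibited-enzyme controls, plate-pattern corrected | Signal: Fluorescence read at 480 nm ex / 540 nm em | Times: 20 min reaction, room temperature, in the dark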
NadD inh – NadD (S. aureus) enzyme inhibition | AID 602399 | actives 0.78% (n = 360,000) | inhibition, % at 20 µM | purified NadD enzyme, colorimetric absorbance read-out; in the data active = inhibition above about 26%; also: some compounds past the cut are filed as inactive
SUMO1-SIM PPI – SUMO1-SIM interaction modulation; P63165; SUMO1 binding to a labelled peptide, TR-FRET, 1 h; inhibition, % at 20 µM; actives 0.33% (n = 360,000); in the data active = inhibition above about 37%
MT1-MMP act inh – inhibitors of human MT1-MMP activation; P50281; AID 651647; GFP/RFP ratio change, % at 20 µM; actives 0.061% (n = 360,000); HT1080 RFP-PRO-GFP cells, GFP/RFP ratio fluorescence, overnight; percent of plate control window, DMSO zero;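 active = GFP/RFP ratio change of at least 30% with cell ATP level not reduced by more than half and red fluorescence within 50% of control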; also: strong numbers were not always called active
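Assay system: HT1080 RFP-PRO-GFP cells. Benchmarks: DMSO vehicle wells and RFP-L50D-GFP reporter cell wells. Times: overnight cell settling, then overnight compound exposure, 37 °C, 5% CO2. Compound: 20 µM single dose, 1% DMSO. Read-out basis: GFP/RFP fluorescence ratio.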
SKN-1 inh – inhibitors of C. elegans SKN-1. C. elegans VP596 Pgst-4::GFP/RFP ratio, acrylamide-induced, 24 h. inhibition, % at 21.8 µM. actives 0.49% (n = 360,000). AID 624304;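 active = interference check ratio from 0.5 to 1.5 plus GFP to RFP signal ratio inhibition reaching or exceeding a fixed threshold, cut at about 30% in these data, passing the limit was not always enough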; also: some compounds called inactive have numbers as strong as hits
DNMT1 inh – DNMT1 (human) enzyme inhibition; inhibition (reported as % activation of signal), % at 10 µM; DNMT1 molecular beacon, Hinp1I cleavage, fluorescence; actives 0.83% (n = 360,000); in the data active = inhibition above about 50%
LMPTP block – blocks human LMPTP phosphatase; recombinant LMPTP-A, OMFP fluorogenic substrate, fluorescence intensity; inhibition, % at 20 µM; actives 0.22% (n = 360,000); AID 651560;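 active = compounds that cut the enzyme signal by at least half of the control window in the single-dose screen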;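 also: plate controls were DMSO wells with enzyme plus substrate for no effect and substrate without enzyme for full effect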
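Buffer or medium: Bis-Tris pH 6.0, DTT, detergent; Assay system: LMPTP-A enzyme; Quantity: 0.625 nM enzyme; Detection: endpoint fluorescence intensity; Times: 50 min dark incubation at room temperature; Controls: substrate-only low control, DMSO enzyme-plus-substrate high control; Doses: single 20 µM dose; Read-out: percent inhibition versus substrate-only and uninhibited controls; Reagent: 400 µM OMFP.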
Scp-1 inhibitor – Scp-1 (human) phosphatase inhibition | Recombinant Scp1, phosphopeptide, malachite green phosphate absorbance | inhibition, % at 20 µM | actives 0.88% (n = 340,000) | AID 493091;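 active = inhibition above about 50% at 20 µM, limit read from the data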;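 also: plate controls were DMSO wells with enzyme for no effect and wells lacking enzyme for full effect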
Target sequence (Q9GZU7 76-261 limits assumed): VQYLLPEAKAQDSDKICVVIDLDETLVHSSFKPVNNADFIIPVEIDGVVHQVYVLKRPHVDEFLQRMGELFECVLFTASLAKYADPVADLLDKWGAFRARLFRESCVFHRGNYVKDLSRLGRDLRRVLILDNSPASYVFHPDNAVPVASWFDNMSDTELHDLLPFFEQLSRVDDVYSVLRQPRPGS
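assay system = SCP-1 phosphatase catalytic domain, residues 76-261 | buffer or medium = 50 mM Tris acetate pH 5.5, 0.005% Tween-20, 10 mM MgCl2 | incubation = enzyme reaction 45 min at room temperature, colour 5 min, stabilisation 30 min | signal = Phosphate-binding colour reagent, absorbance read at 630 nm | measure = % inhibition at 20 µM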
NRP1-CendR mod – alters CendR peptide binding to human NRP-1; O14786; FAM-RPARPAR peptide binding to NRP-1, fluorescence polarization; inhibition, % at 25 µM; actives 0.85% (n = 360,000); AID 602438;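 active = inhibition or corrected inhibition above about 18%, plus a signal ratio from 0.5 to 1.5, limit read from the data, passing the limit was not always enough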; also: strong numbers were not always called active
Target sequence (O14786 whole entry, looked up): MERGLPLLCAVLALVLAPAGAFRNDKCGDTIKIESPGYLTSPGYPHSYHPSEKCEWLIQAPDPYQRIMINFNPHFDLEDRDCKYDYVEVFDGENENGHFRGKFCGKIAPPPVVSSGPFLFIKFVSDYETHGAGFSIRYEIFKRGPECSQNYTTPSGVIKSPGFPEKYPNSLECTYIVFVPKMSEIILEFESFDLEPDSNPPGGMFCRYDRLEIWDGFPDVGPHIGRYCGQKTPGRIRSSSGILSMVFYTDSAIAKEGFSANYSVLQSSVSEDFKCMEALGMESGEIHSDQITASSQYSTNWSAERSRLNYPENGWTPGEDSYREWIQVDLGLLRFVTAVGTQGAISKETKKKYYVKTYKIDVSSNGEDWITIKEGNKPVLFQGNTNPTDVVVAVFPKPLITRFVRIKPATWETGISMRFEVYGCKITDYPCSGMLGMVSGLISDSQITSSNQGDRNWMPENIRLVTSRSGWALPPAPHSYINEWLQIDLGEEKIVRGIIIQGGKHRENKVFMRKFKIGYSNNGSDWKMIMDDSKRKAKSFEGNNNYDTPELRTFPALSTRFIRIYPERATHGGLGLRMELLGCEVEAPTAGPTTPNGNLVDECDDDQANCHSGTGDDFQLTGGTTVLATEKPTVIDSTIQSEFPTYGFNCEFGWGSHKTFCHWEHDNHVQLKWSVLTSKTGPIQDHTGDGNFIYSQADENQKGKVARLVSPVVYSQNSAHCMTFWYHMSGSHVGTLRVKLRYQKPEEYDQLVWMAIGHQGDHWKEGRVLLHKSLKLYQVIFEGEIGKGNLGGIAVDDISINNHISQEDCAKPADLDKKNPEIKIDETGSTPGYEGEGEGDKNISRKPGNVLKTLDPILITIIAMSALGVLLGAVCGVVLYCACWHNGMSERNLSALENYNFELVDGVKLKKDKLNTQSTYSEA
Starred values were filed as active, the others as inactive.

Start of the data: the first 2 records (preview)
Results for Cc1ccc(S(=O)(=O)Oc2ccc(/C=C(/NC(=O)c3ccccc3)C(=O)NCC(=O)O)cc2)cc1 ?
Rpn11 inh: inactive; STEP block: 0; NadD inh: -3; SUMO1-SIM PPI: -11; MT1-MMP act inh: -1; SKN-1 inh: -7; DNMT1 inh: -1; LMPTP block: 2.3; Scp-1 inhibitor: 6; NRP1-CendR mod: -4

Results for Cc1ccccc1NC(=S)N(CCc1c(C)[nH]c2ccc(F)cc12)Cc1ccncc1 ?
Rpn11 inh: inactive; STEP block: 0; NadD inh: 4; SUMO1-SIM PPI: 2; MT1-MMP act inh: 0; SKN-1 inh: 23; DNMT1 inh: -21; LMPTP block: 0.7; Scp-1 inhibitor: -4; NRP1-CendR mod: 12

The whole of this part, previewed entries included:
Results for Cc1ccc(S(=O)(=O)Oc2ccc(/C=C(/NC(=O)c3ccccc3)C(=O)NCC(=O)O)cc2)cc1 ?
Rpn11 inh: inactive; STEP block: 0; NadD inh: -3; SUMO1-SIM PPI: -11; MT1-MMP act inh: -1; SKN-1 inh: -7; DNMT1 inh: -1; LMPTP block: 2.3; Scp-1 inhibitor: 6; NRP1-CendR mod: -4

Results for Cc1ccccc1NC(=S)N(CCc1c(C)[nH]c2ccc(F)cc12)Cc1ccncc1 ?
Rpn11 inh: inactive; STEP block: 0; NadD inh: 4; SUMO1-SIM PPI: 2; MT1-MMP act inh: 0; SKN-1 inh: 23; DNMT1 inh: -21; LMPTP block: 0.7; Scp-1 inhibitor: -4; NRP1-CendR mod: 12

How did Cc1ccc(S(=O)(=O)N2CCCN(C)c3nc4ccccc4nc32)cc1 do in these assays?
Rpn11 inh: inactive; STEP block: -6; NadD inh: 11; SUMO1-SIM PPI: 8; MT1-MMP act inh: -23; SKN-1 inh: 17; DNMT1 inh: -7; LMPTP block: 2.0; Scp-1 inhibitor: 2; NRP1-CendR mod: -73

Results for Cc1[nH]n(-c2ccc(Cl)cc2)c(=O)c1N=Nc1cccnc1 ?
Rpn11 inh: inactive; STEP block: 7; NadD inh: -1; SUMO1-SIM PPI: -14; MT1-MMP act inh: 2; SKN-1 inh: 1; DNMT1 inh: -8; LMPTP block: -1.3; Scp-1 inhibitor: -9; NRP1-CendR mod: 7

What do the screens show for `CCOC(=O)c1cc(C)n(Cc2ccccc2)c1C`?
Rpn11 inh: inactive; STEP block: 3; NadD inh: -6; SUMO1-SIM PPI: -2; MT1-MMP act inh: -1; SKN-1 inh: -7; DNMT1 inh: -3; LMPTP block: -0.3; Scp-1 inhibitor: -2; NRP1-CendR mod: -6

How did COc1ccccc1N(CC(=O)NCCc1ccccc1)C(=O)CCC(=O)Nc1cc(C)ccn1 do in these assays?
Rpn11 inh: inactive; STEP block: -1; NadD inh: -2; SUMO1-SIM PPI: 1; MT1-MMP act inh: -1; SKN-1 inh: -5; DNMT1 inh: 0; LMPTP block: -0.5; Scp-1 inhibitor: -8; NRP1-CendR mod: -1

What do the screens show for `CC(OC(=O)C1=COCCO1)C(=O)Nc1ccc(Cl)cn1` (configuration not stated)?
Rpn11 inh: inactive; STEP block: -1; NadD inh: 5; SUMO1-SIM PPI: -1; MT1-MMP act inh: -2; SKN-1 inh: 14; DNMT1 inh: 14; LMPTP block: -0.7; Scp-1 inhibitor: -1; NRP1-CendR mod: 8

How did Cc1ccc(C(C)C)c(OCCN)c1 do in these assays?
Rpn11 inh: inactive; STEP block: -9; NadD inh: -10; SUMO1-SIM PPI: -2; MT1-MMP act inh: -2; SKN-1 inh: -2; DNMT1 inh: -1; LMPTP block: -0.1; Scp-1 inhibitor: -1; NRP1-CendR mod: 1

What do the screens show for `COc1ccc(-c2oc3ccc(-c4cc(OC)c(OC)c(OC)c4)cc3c2C#Cc2ccccn2)cc1`?
Rpn11 inh: inactive; STEP block: 1; NadD inh: 2; SUMO1-SIM PPI: 0; MT1-MMP act inh: -8; SKN-1 inh: -8; DNMT1 inh: -19; LMPTP block: 7.3; Scp-1 inhibitor: 8; NRP1-CendR mod: 4

Results for N#C/C(=N\Nc1ccccc1Cl)C(=O)c1ccccc1 ?
Rpn11 inh: inactive; STEP block: 1; NadD inh: -3; SUMO1-SIM PPI: -1; MT1-MMP act inh: -1; SKN-1 inh: -8; DNMT1 inh: -4; LMPTP block: 0.7; Scp-1 inhibitor: -9; NRP1-CendR mod: 4

How did Cc1ccc2c(c1)C(=O)C(=O)N2c1ccc(Cl)cc1 do in these assays?
Rpn11 inh: inactive; STEP block: 1; NadD inh: 0; SUMO1-SIM PPI: -22; MT1-MMP act inh: 0; SKN-1 inh: -3; DNMT1 inh: 3; LMPTP block: 1.0; Scp-1 inhibitor: 28; NRP1-CendR mod: -3

How did Cc1ccc(NC(=O)C2CCC(C(C)(C)C)CC2)cc1S(=O)(=O)N1CCOCC1 (configuration not stated) do in these assays?
Rpn11 inh: inactive; STEP block: 0; NadD inh: -2; SUMO1-SIM PPI: 9; MT1-MMP act inh: 12; SKN-1 inh: 11; DNMT1 inh: -12; LMPTP block: 2.9; Scp-1 inhibitor: -12; NRP1-CendR mod: 7

How did O=c1c(Cl)c(NCc2ccc(F)cc2Cl)cnn1C12CC3CC(CC(C3)C1)C2 do in these assays?
Rpn11 inh: inactive; STEP block: 2; NadD inh: 16; SUMO1-SIM PPI: -12; MT1-MMP act inh: -20; SKN-1 inh: 6; DNMT1 inh: 3; LMPTP block: 1.1; Scp-1 inhibitor: 18; NRP1-CendR mod: -1

Results for COc1cc(NC(=O)CCN2CCN(C)CC2)cc(OC)c1 ?
Rpn11 inh: inactive; STEP block: -2; NadD inh: -4; SUMO1-SIM PPI: 4; MT1-MMP act inh: -4; SKN-1 inh: 9; DNMT1 inh: -1; LMPTP block: -2.0; Scp-1 inhibitor: -10; NRP1-CendR mod: -24

How did Cc1cccc(C)c1OCc1nc2ccccc2[nH]1 do in these assays?
Rpn11 inh: inactive; STEP block: 0; NadD inh: 0; SUMO1-SIM PPI: -2; MT1-MMP act inh: 0; SKN-1 inh: 2; DNMT1 inh: 17; LMPTP block: -2.3; Scp-1 inhibitor: 3; NRP1-CendR mod: -2

Results for CC(C)NC(=O)/C(=C\c1cccc([N+](=O)[O-])c1)NC(=O)c1ccccc1 ?
Rpn11 inh: inactive; STEP block: 1; NadD inh: -3; SUMO1-SIM PPI: -12; MT1-MMP act inh: -1; SKN-1 inh: -7; DNMT1 inh: 0; LMPTP block: -2.0; Scp-1 inhibitor: -8; NRP1-CendR mod: 7

Results for COc1ccc(-c2oc3ccccc3c2C#Cc2cncn2C)cc1 ?
Rpn11 inh: inactive; STEP block: 4; NadD inh: 26; SUMO1-SIM PPI: -2; MT1-MMP act inh: -8; SKN-1 inh: 14; DNMT1 inh: -2; LMPTP block: 4.2; Scp-1 inhibitor: 8; NRP1-CendR mod: 9

How did CCC(C)OC(=O)C1C(c2ccccc2)C(C(=O)O)C1c1ccccc1 (configuration not stated) do in these assays?
Rpn11 inh: inactive; STEP block: 1; NadD inh: 0; SUMO1-SIM PPI: -1; MT1-MMP act inh: 3; SKN-1 inh: 12; DNMT1 inh: 7; LMPTP block: -0.6; Scp-1 inhibitor: -10; NRP1-CendR mod: -10

Results for O=C(CCn1cccc1)N1CCc2ccccc21 ?
Rpn11 inh: inactive; STEP block: 4; NadD inh: 1; SUMO1-SIM PPI: -1; MT1-MMP act inh: -2; SKN-1 inh: -2; DNMT1 inh: 2; LMPTP block: 0.8; Scp-1 inhibitor: -2; NRP1-CendR mod: 10

How did CCCCC1(CC(=O)OCC)C(=O)N(c2ccccc2)N(c2ccccc2)C1=O do in these assays?
Rpn11 inh: inactive; STEP block: -2; NadD inh: -23; SUMO1-SIM PPI: 1; MT1-MMP act inh: -6; SKN-1 inh: 7; DNMT1 inh: 4; LMPTP block: 0.4; Scp-1 inhibitor: -8; NRP1-CendR mod: 17

What do the screens show for `CC1CCN(S(=O)(=O)c2ccc(S(=O)(=O)NCc3ccco3)cc2)CC1`?
Rpn11 inh: inactive; STEP block: 3; NadD inh: -5; SUMO1-SIM PPI: 0; MT1-MMP act inh: 2; SKN-1 inh: 14; DNMT1 inh: 1; LMPTP block: 0.1; Scp-1 inhibitor: -8; NRP1-CendR mod: 9

Results for COc1ccc(NC(=O)c2cc(=O)c3ccccc3o2)cc1Cl ?
Rpn11 inh: inactive; STEP block: 42*; NadD inh: 5; SUMO1-SIM PPI: 8; MT1-MMP act inh: 1; SKN-1 inh: 25; DNMT1 inh: 18; LMPTP block: 0.7; Scp-1 inhibitor: 36; NRP1-CendR mod: -6

What do the screens show for `CC12CCC(=O)N1C(C(=O)Nc1ccc(F)c(Cl)c1)CS2` (configuration not stated)?
Rpn11 inh: inactive; STEP block: -2; NadD inh: -1; SUMO1-SIM PPI: 3; MT1-MMP act inh: 9; SKN-1 inh: 10; DNMT1 inh: 0; LMPTP block: -1.0; Scp-1 inhibitor: 1; NRP1-CendR mod: 14

What do the screens show for `O=C(CSc1nc2ccccc2c(=O)n1-c1ccc(F)cc1F)c1c[nH]c2ccccc12`?
Rpn11 inh: inactive; STEP block: -4; NadD inh: 7; SUMO1-SIM PPI: 1; MT1-MMP act inh: -4; SKN-1 inh: 9; DNMT1 inh: -10; LMPTP block: 3.1; Scp-1 inhibitor: -5; NRP1-CendR mod: -13

What do the screens show for `CCOC(=O)C1(C)CCCN(C(=O)c2ccc(N(C)C)cc2)C1` (configuration not stated)?
Rpn11 inh: inactive; STEP block: -2; NadD inh: 0; SUMO1-SIM PPI: 15; MT1-MMP act inh: 2; SKN-1 inh: 3; DNMT1 inh: 5; LMPTP block: 1.4; NRP1-CendR mod: -8

What do the screens show for `CCCCCCCCOC(=O)/C=C/c1c(C)[nH]c(=O)[nH]c1=O`?
Rpn11 inh: inactive; STEP block: -1; NadD inh: 18; SUMO1-SIM PPI: 3; MT1-MMP act inh: -7; SKN-1 inh: -6; DNMT1 inh: 18; LMPTP block: -2.0; Scp-1 inhibitor: 0; NRP1-CendR mod: -1

How did COc1ccc(Cl)cc1NC(=O)[C@@H]1CCCN1C(=O)c1cccs1 do in these assays?
Rpn11 inh: inactive; STEP block: -3; NadD inh: -2; SUMO1-SIM PPI: -1; MT1-MMP act inh: -1; SKN-1 inh: -4; DNMT1 inh: 13; LMPTP block: -1.1; Scp-1 inhibitor: -7; NRP1-CendR mod: 6

Results for CC(=O)Nc1ccc(C=C(C#N)c2ccc(C)cc2)cc1 ?
Rpn11 inh: inactive; STEP block: -6; NadD inh: 5; SUMO1-SIM PPI: -15; MT1-MMP act inh: 1; SKN-1 inh: 1; DNMT1 inh: 4; LMPTP block: 0.6; NRP1-CendR mod: -3
